# High-throughput results: PubChem BioAssay, several laboratories
# STEP block = STEP (human) phosphatase inhibition; P54829; recombinant STEP, OMFP fluorogenic substrate, fluorescence; inhibition, % at 20 µM; 0.25% of 360,000 active; AID 588621;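 active = inhibition at 20 µM, scaled per plate between control wells, above about 37%, limit read from the data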;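 also: 0% = DMSO with enzyme and substrate and 100% = substrate only without enzyme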
#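 medium = Bis-Tris buffer pH 6.0, 2.5 mM DTT, 0.005% Tween 20 | test system = STEP (striatal-enriched tyrosine phosphatase) enzyme, cell-free | measure = normalized % inhibition | compound dosing = 20 µM, 1% DMSO | also added = 25 µM OMFP | schedule = reaction 20 min, ambient temperature | measured by = fluorescence read at 480 nm ex / 540 nm em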
# NadD inh = NadD (S. aureus) enzyme inhibition; purified NadD enzyme, colorimetric absorbance read-out; inhibition, % at 20 µM; AID 602399; 0.78% of 360,000 active; in the data active = inhibition above about 26%; also: some compounds past the cut are filed as inactive
# Rpn11 inh = inhibitors of human proteasome Rpn11; O00487; human 26S proteasome, Ub4-pepOG fluorescence polarization; 20S core pre-blocked with epoxomicin; calls only at 20 µM; 0.59% of 360,000 active; AID 588493;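 active = inhibition at 20 µM, scaled to each plate's controls, above about 33%, limit read from the data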
# CSN deneddyl inh = blocks human CSN-mediated cullin deneddylation | Purified CSN, SCF-Nedd8-OG deneddylation, fluorescence polarization | 0.38% of 360,000 active | inhibition, % at 12.5 µM | AID 651999 | Q92905;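 active = pattern-corrected inhibition above about 35%, with an unprinted fluorescence ratio check between 0.5 and 1.5, limit read from the data, passing the limit was not always enough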;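 also: 0% = enzyme with substrate and 100% = substrate without enzyme; some results filed as inactive read as strong as hits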
# Target sequence (Q92905 whole entry, looked up, one chain of several): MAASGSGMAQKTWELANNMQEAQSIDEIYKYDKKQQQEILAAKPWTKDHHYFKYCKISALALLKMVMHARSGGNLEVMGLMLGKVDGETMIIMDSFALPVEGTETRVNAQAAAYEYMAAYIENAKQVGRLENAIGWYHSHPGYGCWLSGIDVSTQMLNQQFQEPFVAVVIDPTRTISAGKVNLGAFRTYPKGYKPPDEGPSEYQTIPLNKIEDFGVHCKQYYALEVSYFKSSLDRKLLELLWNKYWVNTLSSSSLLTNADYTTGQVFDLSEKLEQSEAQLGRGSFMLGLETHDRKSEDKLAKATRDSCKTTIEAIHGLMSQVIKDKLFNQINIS
#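 Assay system: purified human Csn5 enzyme expressed in HEK293T cells; Input: 0.24 nM Csn5 enzyme, final concentration; Reagent: 10 nM SCFSkp2-Nedd8OG; Compound dosing: 12.5 µM single point; Times: reaction 90 min, room temperature; Technique: fluorescence polarization readout.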
# SUMO1-SIM PPI = modulators of human SUMO1-mediated protein-protein interactions | inhibition, % at 20 µM | AID 602429 | P63165 | 0.33% of 360,000 active | SUMO1 binding to a labelled peptide, TR-FRET, 1 h; in the data active = inhibition above about 37%
# Target sequence (P63165 whole entry, looked up): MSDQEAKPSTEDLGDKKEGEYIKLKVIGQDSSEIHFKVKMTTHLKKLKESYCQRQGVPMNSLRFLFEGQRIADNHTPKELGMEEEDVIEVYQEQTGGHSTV
# Scp-1 inhibitor = Scp-1 (human) phosphatase inhibition. Q9GZU7. 0.88% of 340,000 active. Recombinant Scp1, phosphopeptide, malachite green phosphate absorbance. AID 493091. inhibition, % at 20 µM;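 active = inhibition above about 50% at 20 µM, limit read from the data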;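 also: plate controls were DMSO wells with enzyme for no effect and wells lacking enzyme for full effect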
# Target sequence (Q9GZU7 76-261 limits assumed): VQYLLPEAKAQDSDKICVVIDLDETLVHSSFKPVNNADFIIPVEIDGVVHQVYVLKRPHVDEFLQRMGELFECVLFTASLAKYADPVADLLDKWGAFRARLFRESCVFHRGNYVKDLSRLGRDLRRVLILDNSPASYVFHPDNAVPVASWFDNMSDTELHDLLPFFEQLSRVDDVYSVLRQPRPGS
#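 Material: truncated SCP-1 phosphatase (76-261aa) / Buffer or medium: 50 mM Tris acetate pH 5.5, 0.005% Tween-20, 10 mM MgCl2 / Compound dosing: one concentration, 20 µM, with 1.0% DMSO / Incubation: 45 min room-temperature reaction, 5 min colour, 30 min stabiliser / Detection: colorimetric free-phosphate detection, absorbance 630 nm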
# Neddylation inh = inhibitors of human cullin neddylation. P61081+Q13564. TR-FRET cullin neddylation, biochemical. calls only at 25 µM. 0.58% of 360,000 active; in the data active = inhibition above about 36%
# LMPTP inh = blocks human LMPTP phosphatase; 0.22% of 360,000 active; inhibition, % at 20 µM; AID 651560; recombinant LMPTP-A, OMFP fluorogenic substrate, fluorescence intensity; P24666;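 active = compounds that cut the enzyme signal by at least half of the control window in the single-dose screen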;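 also: plate controls were DMSO wells with enzyme plus substrate for no effect and substrate without enzyme for full effect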
# Target sequence (P24666 whole entry, looked up): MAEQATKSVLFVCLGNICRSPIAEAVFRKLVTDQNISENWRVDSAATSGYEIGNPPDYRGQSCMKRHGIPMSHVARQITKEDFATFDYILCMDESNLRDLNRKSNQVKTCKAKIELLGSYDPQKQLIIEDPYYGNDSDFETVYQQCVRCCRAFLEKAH
#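 Assay system: LMPTP-A phosphatase enzyme | Input: 0.625 nM enzyme | Also added: Fluorogenic phosphatase substrate OMFP at 400 µM final | Compound dosing: One test concentration per compound, 20 µM, with 3% DMSO overall | Schedule: 50 min enzyme reaction at room temperature, protected from light | Signal: Fluorescence intensity | Benchmarks: no-enzyme and uninhibited controls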
# Rin1 Abl inh = human Rin1-Abl interaction inhibition; inhibition, % at 7.35 µM; P00519+Q13671; TR-FRET Rin1/Abl binding, biochemical; 0.4% of 360,000 active; in the data active = inhibition above about 5%, passing the limit was not always enough
# DNMT1 block = DNMT1 (human) enzyme inhibition; 0.83% of 360,000 active; inhibition (reported as % activation of signal), % at 10 µM; DNMT1 molecular beacon, Hinp1I cleavage, fluorescence; in the data active = inhibition above about 50%
# Active calls of the source: *; i = inactive; nt = not tested or not shown; + = active, no number.
SMILES,STEP block,NadD inh,Rpn11 inh,CSN deneddyl inh,SUMO1-SIM PPI,Scp-1 inhibitor,Neddylation inh,LMPTP inh,Rin1 Abl inh,DNMT1 block
O=C(Cc1cccs1)N(CC1CCCO1)C1(C(=O)NC2CCCC2)CCCCC1 (stereo not given),0,2,i,-3,0,-4,i,0.0,-3,3
CCn1nc(C)cc1C(=O)Sc1cccc(Br)c1,2,0,i,8,24,-7,i,-0.2,2,-3
NS(=O)(=O)c1ccc(CCNC(=O)C2(S(=O)(=O)c3ccc(Cl)cc3)CC2)cc1,0,1,i,2,2,-12,i,-1.4,1,0
Cc1nnc(SCCN2C(=O)c3ccccc3C2=O)[nH]c1=O,3,5,i,-2,-4,2,i,0.4,-4,1
Cc1ccc2cc(CN(Cc3ccco3)C(=O)NCc3ccccc3)c(=O)[nH]c2c1C,1,6,i,0,1,4,i,0.7,-1,-1
COc1ccccc1C(=O)Nc1ccc2c(c1)CCCN2C(=O)c1ccccc1,-2,-2,i,-1,5,-9,i,2.2,0,-2
COc1ccc(S(=O)(=O)N2CCC(C(=O)NC(c3nc4ccccc4[nH]3)C(C)C)CC2)cc1 (stereo not given),4,-3,i,-5,-4,-7,i,0.0,-1,1
O=C(CSc1nc(-c2ccccc2Cl)ns1)NCc1ccco1,2,-2,i,0,-1,37,i,-1.0,0,0
COc1cc(NC(=O)CCc2c(C)nc3nc(C)nn3c2C)cc(OC)c1,1,1,i,-3,4,1,i,0.4,3,5
CCOC(=O)C1CCCN(c2c(Nc3ccc(OCC)cc3)c(=O)c2=O)C1 (stereo not given),-1,-3,i,-3,-18,-5,i,-3.6,0,0
Cc1cc(C)cc(OCC(=O)N/N=C\c2cn(C)nc2C)c1,2,0,i,0,-1,-8,i,-1.2,1,1
CCSc1nnc(NC(=O)COc2ccc(Cl)cc2)s1,0,-1,i,-2,4,-3,i,1.6,4,2
CCn1c(CNc2ccc(F)cc2)nnc1SCC#N,-2,-7,i,-1,-2,-1,i,-0.6,2,-1
CCN(CC)C1=N/C(=C\c2ccc(OC)cc2)C(=O)N1c1ccccc1,1,-3,i,0,2,-4,+,-0.9,1,-1
CC(C)(C)C(=O)Nc1ccc(C(=O)NCc2cccnc2)cc1,5,1,i,1,1,-3,i,0.7,3,1
O=C(c1cnn(Cc2ccccc2)c1)N1CCN(S(=O)(=O)/C=C/c2ccccc2)CC1,0,7,i,1,-1,-7,i,1.5,-2,-1
O=C(COC(=O)c1cccnc1Cl)NC1CCCCCC1,-2,-1,i,1,2,3,i,-0.6,2,4
O=C(Cc1ccc(Cl)cc1)NNC(=O)Nc1cccc2ccccc12,-3,0,i,0,-4,-1,i,-1.3,1,2
C=CCNc1cc(C)oc(=O)c1C(=O)CCC,-2,0,i,-2,1,1,i,-1.9,-1,7
CN=C(Nc1cc(C)nn1-c1ccccc1)c1ccccc1,0,-1,i,0,0,-5,i,-0.4,2,2
Cn1c(SCc2ccc(F)cc2Cl)nc2ccccc2c1=O,0,1,i,9,2,-6,i,3.7,0,-1
O=C(Nc1ccc(NC(=O)C2CC2)nc1)c1cccs1,-1,-7,i,3,-1,1,i,-1.3,-2,1
CCN(Cc1ccncc1)C(=O)c1cc(COc2c(F)cccc2F)on1,-3,-5,i,-8,4,-6,i,-1.5,2,-2
CCOC(=O)CNC(=S)N(Cc1ccccc1)Cc1cccnc1,4,-5,i,-4,-2,-2,i,-1.1,-6,3
CCCN(CCC)S(=O)(=O)c1ccc(C(=O)NNC(=O)c2cc(OC)c(OC)c(OC)c2)cc1,-4,0,i,1,1,-15,i,0.9,1,5
O=C(c1coc2ccccc2c1=O)N1CCN(c2cccc(C(F)(F)F)c2)CC1,2,-3,i,5,-3,-10,i,0.8,1,-3
CCc1ccc(NC(=O)CCc2c(C)nn(-c3ccc(N4CCOCC4)nn3)c2C)cc1,1,-2,i,-1,-3,-7,i,0.2,-2,0
Nc1cc(C(=O)OCC(=O)NNC(=O)c2ccccc2F)ccc1Cl,-3,2,i,3,-1,0,i,-0.8,2,-1
COc1ccc(NC(=O)CSc2nnc(N)n2CC(=O)Nc2ccc(OC)cc2)cc1,-5,0,i,0,6,-7,i,-1.5,0,-2
Cc1ccc(NC(=O)c2sc(N)nc2C)cc1,-2,-7,i,-3,2,-1,i,-0.9,-4,-1
CC(C)C[C@@H]1CC2=C(C(=O)OC(C)(C)O2)[C@H](c2ccc(Cl)cc2)O1,nt,-3,nt,1,1,nt,i,-0.4,nt,nt
O=C1CCC(NC(=O)c2ccccc2)C(=O)N1 (stereo not given),2,-1,i,-4,-3,1,i,-1.1,2,3
CCCC(NC(=O)c1ccco1)c1nc2ccccc2[nH]1 (stereo not given),1,-6,i,4,3,-2,i,-0.7,4,4
COc1cccc(NC(=O)Nc2ccc(F)cc2)c1,-4,-2,i,0,3,nt,i,-0.3,2,1
OCCN(CCO)CC(O)CN(c1ccccc1)c1ccccc1 (stereo not given),0,0,i,-3,1,-13,i,-0.4,-2,-5
CC(=O)N1CCCc2ccc(NS(=O)(=O)c3ccccc3)cc21,1,-3,i,3,-1,3,i,1.2,-4,2
COC(=O)c1nnn(-c2nonc2N)c1CSc1ccccn1,-2,0,i,0,-1,-10,i,-0.4,-3,-4
O=C(c1ccccc1)C1CCN(CC(=O)N2CCN(c3ccccc3)CC2)CC1,-4,-8,i,-2,-3,-4,i,-0.7,1,-6
Nc1nc(Sc2ccc([N+](=O)[O-])c3nonc23)c2[nH]cnc2n1,1,14,i,11,22,-8,i,16,4,38
NC(=O)c1ccc(C(F)(F)F)n(Cc2ccccc2Cl)c1=O,-3,-8,i,-1,-1,-21,i,0.8,2,6

# With a hit mark in Neddylation inh, among the entries above:
canonical_smiles	NadD inh	Rpn11 inh	CSN deneddyl inh	SUMO1-SIM PPI	Scp-1 inhibitor	Neddylation inh	LMPTP inh	Rin1 Abl inh	DNMT1 block
CCN(CC)C1=N/C(=C\c2ccc(OC)cc2)C(=O)N1c1ccccc1	-3	i	0	2	-4	+	-0.9	1	-1

# (next part)
SMILES,STEP block,NadD inh,Rpn11 inh,CSN deneddyl inh,SUMO1-SIM PPI,Scp-1 inhibitor,Neddylation inh,LMPTP inh,Rin1 Abl inh,DNMT1 block
CCc1nnc(NC(=O)CN2CCN(c3cccc(OC)c3)CC2)s1,0,1,i,3,-2,-13,i,1.5,1,2
C=C(C)CSc1nc2ccccc2c(=O)n1-c1c(C)n(C)n(-c2ccccc2)c1=O,-1,-4,i,-5,2,-6,i,-1.4,3,-1
CCn1c(=O)c(C(=O)NNC(=O)c2ccc(Cl)cc2Cl)c(O)c2ccccc21,-1,20,i,0,-21,-6,i,-1.3,0,3
Cc1cc(OCC(=O)Nc2ccccn2)c2c(C)c(C)c(=O)oc2c1,-3,2,i,1,-19,-9,i,-0.4,2,7
Cc1ccc2nc(-c3ccc(F)cc3)c(Cc3ccccn3)n2c1,-2,-2,i,-1,-3,nt,i,-0.9,2,2
Cc1ccc(NC(=O)c2cc(C)n(-c3ccccc3)c2C)cc1,-1,0,i,2,2,-8,i,0.5,-1,3
CNC(=S)N/N=C(\C)c1cccc(C(F)(F)F)c1,-3,-17,i,15,0,1,i,0.9,-1,3
CC(C)NC(=O)C1(C)CCCN1C(=O)c1ccccc1Br (stereo not given),-3,-3,i,-2,-2,nt,i,-0.2,5,-3
COc1ccc(NC(=O)c2ccccc2[N+](=O)[O-])cc1,0,-4,i,0,-16,-11,i,-2.0,-1,5
C=C(C)COc1ccc(-c2[nH]ncc2-c2ccccc2OC)c(O)c1,-4,6,i,-5,3,-6,i,3.6,-2,-10
CCN(CC)C(=O)CSc1nc2ccccc2n1CC(=O)N1CCN(c2ccccc2OC)CC1,0,5,+,0,1,0,i,0.5,0,1
CC(NS(=O)(=O)c1ccc(Br)cc1)C(c1cccs1)N1CCN(C)CC1 (stereo not given),-5,-9,i,-7,11,-1,i,-1.7,-2,-2
CCN1CCN(c2oc(-c3ccc(OC)cc3)nc2C#N)CC1,3,-5,i,3,-3,0,nt,-0.5,4,4
Cc1cccc(CCNC(=O)c2oc3c(C)c(C)ccc3c2C)n1,3,-8,i,3,1,1,i,-0.5,1,0
O=C(COc1ccc(Cl)cc1Cl)NN1C(=O)C2C3C=CC([C@@H]2C1=O)C31CC1 (stereo not given in full),0,-2,i,1,5,-15,i,-0.9,1,3
CCOC(=O)C1=C(C)NC(C)=C(C(=O)OCC)C1c1cccc(C)n1,2,-7,i,0,1,-1,i,-2.5,2,0
Cc1nn(C)c(C)c1NS(=O)(=O)c1cccc(Br)c1,0,1,i,-5,-1,-1,i,0.1,-2,3
Cc1cc(NC(=O)CCC(=O)N(c2ccccc2)C(C(=O)NC2CCCC2)c2ccc(F)cc2)no1 (stereo not given),2,-7,i,7,-1,-1,i,-1.7,1,0
O=C(Cn1c(CO)nc2ccccc21)Nc1cc(C(F)(F)F)ccc1N1CCOCC1,0,1,i,-2,1,-10,i,0.3,-2,-1
COC(=O)Cc1coc2cc(OC)ccc12,-2,0,i,1,0,-3,i,-1.0,1,1
C=Cn1cc[n+](CC(=O)c2ccc(Br)s2)c1,0,-8,i,0,-15,-10,i,1.6,2,0
N#Cc1cc(C#N)c(N2CCN(c3ccccn3)CC2)nc1N,-1,-3,i,0,1,-5,i,1.9,-1,-6
c1cncc(C(c2nnnn2C2CCCC2)N2CCN(Cc3ccc4c(c3)OCO4)CC2)c1 (stereo not given),1,-4,i,-4,11,7,i,-1.5,0,4
C[C@H](CO)N1C[C@H](C)[C@@H](CN(C)S(=O)(=O)c2ccccc2)Oc2ccc(NC(=O)C3CC3)cc2C1=O,1,3,i,-2,-4,62*,i,-2.2,8,6
CCc1ccc(NC(=O)N2CCN(C(=O)C3CCCO3)CC2)cc1 (stereo not given),2,-2,i,1,3,-8,i,-0.6,5,0
COc1ccccc1CCNC(=O)c1nccnc1C(=O)O,-1,-2,i,4,1,-15,i,-1.3,4,-1
Cc1ccc2nc(SCCCCOc3ccccc3)[nH]c2c1,3,1,i,4,-1,1,i,2.5,-1,-4
Cc1sc2ncnc(NCC(c3ccccc3)N(C)C)c2c1C (stereo not given),-2,-5,i,1,5,-7,i,-0.1,0,-1
Cn1c(=O)c2c(nc(NCc3ccco3)n2Cc2ccccc2Cl)n(C)c1=O,2,-2,i,3,-5,3,i,-1.3,7.1*,0
